Compound activity: PubChem BioAssay, Sanford-Burnham Center for Chemical Genomics
hIAP activ: human IAP activation. P09923. purified human IAP, CDP-Star luminescence, 30 min; hits give high values; 1 = vehicle-only enzyme, 0 = enzyme-free background. activation factor at 10 µM. actives 0.16% (n = 330,000). AID 2524;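 active = activation factor of the enzyme at least 2-fold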; also: the source names both 10 and 20 µM as test concentration; values of inactives mirror those of a sister screen read the other way
Target sequence (P09923 whole entry, looked up): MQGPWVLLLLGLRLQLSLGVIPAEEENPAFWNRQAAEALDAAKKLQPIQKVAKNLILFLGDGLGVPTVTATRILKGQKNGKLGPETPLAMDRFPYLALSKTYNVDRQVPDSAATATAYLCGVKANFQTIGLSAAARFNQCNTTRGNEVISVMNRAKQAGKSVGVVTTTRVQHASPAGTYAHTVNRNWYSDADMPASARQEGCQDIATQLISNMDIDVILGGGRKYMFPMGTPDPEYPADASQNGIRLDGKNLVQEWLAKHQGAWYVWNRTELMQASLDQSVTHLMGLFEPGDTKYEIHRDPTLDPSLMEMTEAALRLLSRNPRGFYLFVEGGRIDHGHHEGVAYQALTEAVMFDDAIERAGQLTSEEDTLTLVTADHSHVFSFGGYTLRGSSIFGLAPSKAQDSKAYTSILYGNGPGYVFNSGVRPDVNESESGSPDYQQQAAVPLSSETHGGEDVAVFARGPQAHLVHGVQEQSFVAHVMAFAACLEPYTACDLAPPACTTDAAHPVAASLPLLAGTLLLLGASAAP
A3A deaminase: blocks human APOBEC3A ssDNA deamination; P31941; actives 0.41% (n = 330,000); recombinant A3A, FAM/TAMRA ssDNA deamination fluorescence; inhibition, % at 20 µM;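 active = at least 40% inhibition at 20 µM here, with at most 30% in a related deaminase screen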;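 also: plate controls were A3A with DMSO for no effect and wells lacking A3A enzyme for full effect; some results filed as inactive read as strong as hits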
mIAP inh: blocks mouse intestinal alkaline phosphatase. purified mouse IAP, CDP-Star luminescence, 30 min. inhibition, % at 10 µM. actives 0.2% (n = 330,000);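 active = inhibition of at least 40% at 10 µM in the primary screen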;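 also: plate controls were DMSO with enzyme for no effect and no enzyme wells for full effect; values of inactives mirror those of a sister screen read the other way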
A3G deaminase: APOBEC3G (human) deaminase inhibition; Q9HC16; recombinant A3G, ssDNA deamination FAM/TAMRA fluorescence; inhibition, % at 20 µM; actives 0.28% (n = 330,000);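 active = inhibition of at least 40% at 20 µM, with no more than 30% in the related APOBEC3A deaminase screen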;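 also: plate controls were DMSO wells with A3G for no effect and wells lacking A3G enzyme for full effect; some compounds called inactive have numbers as strong as hits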
Target sequence (Q9HC16 whole entry, looked up): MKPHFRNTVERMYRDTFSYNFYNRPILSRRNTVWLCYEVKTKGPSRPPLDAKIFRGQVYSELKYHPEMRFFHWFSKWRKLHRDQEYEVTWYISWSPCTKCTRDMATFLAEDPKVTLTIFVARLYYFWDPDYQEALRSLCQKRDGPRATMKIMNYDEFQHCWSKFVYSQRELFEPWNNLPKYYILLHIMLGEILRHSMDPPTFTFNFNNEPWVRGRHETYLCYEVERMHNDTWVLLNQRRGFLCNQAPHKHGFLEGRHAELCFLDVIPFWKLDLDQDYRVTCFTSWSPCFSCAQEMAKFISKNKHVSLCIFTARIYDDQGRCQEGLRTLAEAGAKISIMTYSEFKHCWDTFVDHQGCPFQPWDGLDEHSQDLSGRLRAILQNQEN
mIAP activ: mouse IAP activation; muIAP, CDP-Star luminescence, 30 min; hits give high values; 1 = vehicle-only enzyme signal, 0 = enzyme-free wells; actives 0.24% (n = 330,000); activation factor at 10 µM; AID 2805;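 active = activation factor of at least 2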; also: the source names both 10 and 20 µM as test concentration; values of inactives mirror those of a sister screen read the other way
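System: Mouse IAP enzyme | Also added: CDP-Star substrate | Dosing: Compounds dispensed in DMSO | Schedule: 30 min enzyme-substrate-compound incubation at room temperature | Technique: Chemiluminescence readout | Control set: DMSO-only wells and no-enzyme negative control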
MPTP block: permeability transition pore inhibition; isolated mouse mitochondria, Ca2+ swelling absorbance, 30 min; inhibition, % at 10 µM; actives 1.4% (n = 360,000);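 active = inhibition of 50% or more, scaled per plate between neutral and stimulator controls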;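 also: 0% = DMSO wells given calcium and 100% = 1 mM EGTA wells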
ATG4B inh: blocks human ATG4B protease cleavage of LC3 substrate | inhibition, % at 8.33 µM | AID 504462 | actives 0.51% (n = 340,000) | ATG4B cleavage of LC3-PLA2, NBD-HPC fluorescence, 1 h; in the data active = inhibition above about 40%
beta cell repl: induces beta-cell replication in MIN6 cells; MIN6 cells proliferation, ATPlite luminescence, 48 h; cells starved in 0.2% serum; 100% = growth in 10% serum; proliferation, % at 10 µM; actives 0.29% (n = 330,000); AID 2380;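 active = compounds whose signal lies at least 3.5 SD above the mean of all wells on their plate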;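 also: 0% = DMSO-treated cells in low-serum medium and 100% = 10% serum control; some compounds called inactive have numbers as strong as hits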
hIAP block: human IAP inhibition. P09923. purified IAP, CDP-Star luminescence, 30 min. inhibition, % at 10 µM. actives 0.12% (n = 330,000). AID 2544;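 active = inhibition reaching a set limit with compound at 10 µM in the primary screen, cut at about 35% in these data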;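 also: plate controls were DMSO wells with enzyme for no effect and no-enzyme buffer wells for full effect; values of inactives mirror those of a sister screen read the other way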
Active calls of the source: *; · = not tested or not shown.

The line under a structure holds: hIAP activ	A3A deaminase	mIAP inh	A3G deaminase	mIAP activ	MPTP block	ATG4B inh	beta cell repl	hIAP block
> O=C(NC1(C(F)(F)F)NC(=O)N(Cc2cccnc2)C1=O)c1ccccc1 (configuration not stated)
 : 0.94	1	2	-5	0.98	2.1	-3	4	6
> O=C1N/C(=N/O)S/C1=C/c1cccc([N+](=O)[O-])c1
 : 1.1	-1	8	-7	0.92	1.1	-6	0	-12
> O=P1(c2ccccc2)C=Cn2c1cc1c2CCCC1 (configuration not stated)
 : 0.87	-9	-5	-9	1	0.2	-4	0	13
> O=C1CCc2cc(S(=O)(=O)N3CCC(C(=O)NC4CCCc5ccccc54)CC3)ccc2N1 (configuration not stated)
 : 0.85	2	-20	1	1.2	-1.8	-2	-7	15
> CCc1ccccc1NC(=O)N1CCCC(CCC(=O)N(C)CCc2ccccn2)C1 (configuration not stated)
 : 1.2	9	-5	-4	1	0.7	20	-4	-15
> O=C(O)CCNC(=O)CCCn1nnc2ccccc2c1=O
 : 0.98	-8	-7	-7	1.1	0.1	6	-2	2
> O=C(Nc1ccncc1)c1ccc(NS(=O)(=O)c2cccc(F)c2)cc1
 : 1.1	3	2	-1	0.98	5.1	-5	0	-13
> CN(C)c1nc(C(=O)Nc2ccccc2)nc(N(C)C)n1
 : 1	0	-4	0	1	-0.1	-1	0	-1
> O=C(Nc1cc2c(cc1Cl)OCCCO2)c1ccc(F)cc1
 : 0.97	-1	-2	-7	1	-6.4	-5	-1	3
> CC(C)CCNC(=O)C1CCN(Cc2cccc(OCc3ccccc3)c2)CC1
 : 1.2	-6	-24	-4	1.2	6.6	12	-3	-21
> CC(=O)c1ccc(N2CCN(C(=O)c3c(-c4ccccc4Cl)noc3C)CC2)cc1
 : 1.1	0	6	-3	0.94	-0.3	1	2	-13
> Cc1csc2c(N3CCN(C(=O)Nc4ccc(Cl)c(Cl)c4)CC3)ncnc12
 : 1.4	-1	-139	-8	2.4*	88*	-23	-4	-43
> CCCCCCC(C)n1cc(C(C)=O)c(=O)[nH]c1=O (configuration not stated)
 : 0.94	31	0	2	1	-1.4	-5	1	6
> C/C(Cn1cnc([N+](=O)[O-])n1)=N\NC(=O)c1ccccc1F
 : 0.97	2	3	0	0.97	-0.8	7	0	3
> Cc1cc(NC(=O)Cn2nnc3sc4c(c3c2=O)CCC(C(C)(C)C)C4)no1 (configuration not stated)
 : 0.78	-2	16	-5	0.84	0.0	-6	-6	22
> COc1cc(OC)cc(-c2c(C#Cc3ccsc3)c3cc(-c4ccc(OC)c(OC)c4)ccc3n2C)c1
 : 0.85	0	16	-5	0.84	0.1	-6	-1	15
> Cc1ccc(-n2c(SCC(N)=O)nnc2-c2ccccn2)cc1
 : 0.95	2	8	2	0.92	-1.5	5	0	5
> CC1CC(C)(C)CC(=O)C1C(=O)c1ccccc1 (configuration not stated)
 : 1	-4	-1	-6	1	-1.6	-12	1	-1
> CC(C)(C)CC(=O)O/N=C(\N)c1ccccn1
 : 1.1	2	5	1	0.95	-1.1	-3	-2	-7
> Cc1cc(C)n(CCc2nc(-c3cc4ccccc4o3)cs2)n1
 : 0.79	-3	7	-2	0.93	6.3	2	-4	21
> CCn1c(SCC(=O)c2cc(OC)ccc2OC)nnc1C1CC1
 : 1.1	-9	-2	-12	1	-3.4	11	-1	-7
> CCCCN(C(=O)COC(=O)c1nc2nc(C)cc(C)n2n1)C1CCS(=O)(=O)C1 (configuration not stated)
 : 0.91	-3	-5	-9	1.1	-2.0	7	-3	10
> CN(C)S(=O)(=O)c1ccc(-c2csc(N/N=C/c3ccco3)n2)cc1
 : 1.1	-1	5	-2	0.95	14	-2	-5	-11
> CCCn1c(=O)c(C(=O)NCC2CCCO2)c(O)c2ccccc21 (configuration not stated)
 : 1	-1	1	-12	0.99	-0.3	0	-2	-2
> CCOC(=O)C1CCCCN1Cc1cn(C)nc1-c1ccccc1F (configuration not stated)
 : 1.1	-3	-6	-5	1.1	0.3	0	-2	-11
> Cc1ccc(OCc2ccc(C#N)cc2)c(C(=O)c2cc(C#N)c(=O)n(C3CC3)c2)c1
 : 1	2	-2	3	1	0.1	-7	-2	-4
> Cc1ccc(C(=O)Nc2c(N)nc(SCC(=O)Nc3cc(C)on3)[nH]c2=O)cc1
 : 1.1	1	8	-5	0.93	-0.5	2	-1	-8
> COc1ccc(C2(c3ccc(O)cc3O)CC(c3ccccc3Cl)NC(=S)N2)cc1 (configuration not stated)
 : 0.91	-1	2	-8	0.98	-3.4	-25	-4	9
> CCCc1nc2c(s1)CCc1onc(-c3ccc(Cl)cc3)c1-2
 : 1.1	-3	2	-13	0.98	0.6	-5	-3	-6
> O=C(CNC(=O)c1cccs1)NCC(=O)OCc1c(F)cccc1Cl
 : 1	4	3	-3	0.97	-1.8	-2	-2	0

By substructure, the entries above with a nitro group on carbon.
The line under a structure holds: hIAP activ	A3A deaminase	mIAP inh	A3G deaminase	mIAP activ	MPTP block	ATG4B inh	beta cell repl	hIAP block
> O=C1N/C(=N/O)S/C1=C/c1cccc([N+](=O)[O-])c1
 : 1.1	-1	8	-7	0.92	1.1	-6	0	-12
> C/C(Cn1cnc([N+](=O)[O-])n1)=N\NC(=O)c1ccccc1F
 : 0.97	2	3	0	0.97	-0.8	7	0	3

Following part.
The line under a structure holds: hIAP activ	A3A deaminase	mIAP inh	A3G deaminase	mIAP activ	MPTP block	ATG4B inh	beta cell repl	hIAP block
> COc1ccc(C(=O)/C=C/Nc2ccc([N+](=O)[O-])cc2)cc1
 : 0.94	3	-1	-6	1	4.6	-4	0	6
> CCc1nc(-c2ccccc2)c2ccccn12
 : 0.95	1	2	-6	0.98	-0.3	-8	0	5
> COc1ccc(CN(CCC(C)C)S(=O)(=O)c2ccccc2Br)c(OC)c1
 : ·	1	0	0	0.99	0.8	-7	·	·
> O=C(COc1ccccc1)OCC(=O)c1ccc(O)cc1O
 : 1.2	0	6	-5	0.94	-0.6	4	0	-18
> O=C(CC1SC(=NCC2CCCO2)NC1=O)Nc1cccc2ccccc12 (configuration not stated)
 : 1.1	1	-9	-3	1.1	0.2	1	-3	-8
> C=CCNC(=O)CSc1nc2sc3c(c2c(=O)n1CCCOC)CCC3
 : 0.94	-3	-7	-1	1.1	0.9	-2	-2	6
> O=C(/C=C/c1ccccc1)c1ccc2c(c1)OCCCCO2
 : 1	1	-6	-4	1.1	8.7	1	-7	0
> CC1(C)CC(=O)C(C2(O)C(=O)Nc3ccccc32)CO1 (configuration not stated)
 : 1.1	1	4	-11	0.96	-3.6	-9	-4	-8
> NS(=O)(=O)c1ccc(CNC(=O)c2ccc(Br)o2)cc1
 : 0.84	2	12	0	0.88	-2.4	-7	-2	16
> CCC(C)(C)n1nnnc1C(c1cc(OC)ccc1OC)N1CCN(Cc2ccccc2)CC1 (configuration not stated)
 : 1.1	-1	4	-6	0.96	0.2	-13	1	-8
> CC(C)CCN1CCN(CCCc2ccccc2)CC1CCO (configuration not stated)
 : 1.2	-1	-2	-5	1	2.0	17	-2	-22
> O=C(CN1C(=O)NC2(CCCCCC2)C1=O)c1ccc2c(c1)OCCO2
 : 1.1	-4	1	-7	0.99	0.1	1	-1	-14
> CCN1CCN(S(=O)(=O)c2ccc(OC)cc2)CC1
 : 0.93	-7	-3	-12	1	-0.9	3	-1	7
> O=C(NCc1ccccc1Cl)C1CCCN(C(=O)Nc2ccc(F)cc2)C1 (configuration not stated)
 : 1.1	-4	5	-9	0.95	-2.2	8	-3	-15
> O=C(Nc1c(F)c(F)c(F)c(F)c1F)C1CCCCC1
 : 0.99	5	-1	-3	1	0.5	3	-3	1
> Cc1ccccc1C(=O)NC(NCC1CCCO1)C(Cl)(Cl)Cl (configuration not stated)
 : 1.1	-1	-3	-4	1	-1.2	-5	-2	-11
> CC1(C)C2CCC(C2)C1(C)NC(=O)C[N+](C)(C)C (configuration not stated)
 : 1	-5	0	-9	1	-0.5	0	-2	-2
> Cc1cccc(CS(=O)(=O)c2ncc(Cl)c(C(=O)Nc3ccc(F)cc3)n2)c1
 : 1.1	-7	0	-9	1	-1.6	-10	-8	-12
> CCOc1cc(/C=C2/C(=N)N3OC(C)=CC3=NC2=O)ccc1OC
 : 1.2	-3	-7	-3	1.1	2.1	4	0	-18
> COc1ccc(OC)c(C2C(C(=O)c3ccc(C)o3)=C(O)C(=O)N2CCCN2CCOCC2)c1 (configuration not stated)
 : 0.89	-2	3	-2	0.97	0.2	5	-1	11
> CCOC(=O)C1=C(C)NC(SCC(N)=O)=C(C#N)C1c1ccccc1 (configuration not stated)
 : 1.8	-4	0	-10	1	-1.1	12	-2	-77
> Cc1cnc(Nc2nc3ccccc3o2)nc1C(=O)Nc1cccc(C(F)(F)F)c1
 : 1.4	-1	2	0	0.98	3.5	-7	-6	-43
> O=C(COc1ccc(Br)cc1)NCCCNC(=O)c1cccnc1
 : 1.1	-2	6	-8	0.94	-0.7	-4	1	-5

Rewritten bar-delimited: entries from further up
mol | hIAP activ | A3A deaminase | mIAP inh | A3G deaminase | mIAP activ | MPTP block | ATG4B inh | beta cell repl | hIAP block
O=C(NCc1ccccc1Cl)C1CCCN(C(=O)Nc2ccc(F)cc2)C1 (configuration not stated) | 1.1 | -4 | 5 | -9 | 0.95 | -2.2 | 8 | -3 | -15
O=C(Nc1c(F)c(F)c(F)c(F)c1F)C1CCCCC1 | 0.99 | 5 | -1 | -3 | 1 | 0.5 | 3 | -3 | 1
Cc1ccccc1C(=O)NC(NCC1CCCO1)C(Cl)(Cl)Cl (configuration not stated) | 1.1 | -1 | -3 | -4 | 1 | -1.2 | -5 | -2 | -11
